HSF1 inh – HSF1 inhibition | NIH3T3-HGL HSE-luciferase, MG132-induced, luminescence 8 h; active compounds read low | activity change, negative = inhibition, % at 7.5 µM (by protocol) | actives 0.77% (n = 300,000) | AID 2098;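 active means more than half of replicate wells show activity change below -50%, luminescence cut by over half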;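 further: luciferase reports HSF-1 transcriptional activity via heat shock element; 0% = median of DMSO wells and -100% = zero luminescence signal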
aSyn UTR inh – 5' untranslated region of α-synuclein, MLPCN primary screen. inhibition, % (tested at 7.5 µM). AID 1813. alpha-synuclein 5'UTR reporter, inhibitor activity. actives 0.82% (n = 300,000); in the data active means inhibition above about 60%;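 further: H4 neuroglioblastoma cells stably carrying SNCA 5'UTR luciferase fusion; 0% = DMSO wells and 100% = positive control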
GSK3B inh – human GSK3beta kinase inhibition; GST-GSK3beta kinase, ADP-Glo luminescence, 60 min; active compounds read low; activity score (negative = inhibition), % at 10 µM; actives 0.038% (n = 300,000); AID 2097;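 active means more than half of replicate wells score below -50%, meaning over 50% inhibition versus plate controls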;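 further: 0% = median DMSO wells and -100% = median GW8510 positive control wells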
Target sequence (P49841 whole entry, looked up): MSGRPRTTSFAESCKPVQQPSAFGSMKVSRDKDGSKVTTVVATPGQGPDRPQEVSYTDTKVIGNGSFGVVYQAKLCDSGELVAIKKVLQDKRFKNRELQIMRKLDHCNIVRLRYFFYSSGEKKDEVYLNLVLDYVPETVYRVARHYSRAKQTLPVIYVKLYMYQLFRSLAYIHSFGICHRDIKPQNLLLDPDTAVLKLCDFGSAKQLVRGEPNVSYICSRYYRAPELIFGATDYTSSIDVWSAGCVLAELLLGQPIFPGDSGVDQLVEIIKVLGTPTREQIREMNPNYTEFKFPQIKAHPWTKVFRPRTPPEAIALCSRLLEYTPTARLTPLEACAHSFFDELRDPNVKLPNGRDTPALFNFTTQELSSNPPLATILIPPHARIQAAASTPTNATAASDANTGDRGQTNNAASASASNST
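Assay system: GST-tagged human GSK3beta kinase, cell-free; Input: 1.6 ng GSK3beta; Medium: Tris/MgCl2 kinase buffer; Timing: 60 min enzyme reaction, room temperature; Signal: ADP-Glo luminescence quantifying ADP generated by kinase; Evaluation: score relative to plate controls; Benchmarks: DMSO neutral wells and GW8510 at 20 µM as positive.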
HSF-1 act – increases HSF-1 driven luciferase reporter signal | NIH3T3-HGL HSF-1 luciferase reporter, MG132, 8 h; 100% = twice DMSO control signal | activation, % at 9 µM | actives 1.7% (n = 300,000);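 active means mean replicate activation of at least 50% with a set share of replicates each reaching 50%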;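 further: 0% = median of the neutral control wells and 100% = twice that signal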
GSK3 alpha inh – human GSK-3 alpha kinase inhibition | P49840 | ADP-Glo luminescence, 60 min | inhibition, % at 10 µM | actives 0.1% (n = 320,000);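 in the data active means inhibition above about 50%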;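 further: GST-tagged GSK-3 alpha with peptide substrate and 25 µM ATP; 0% = DMSO neutral wells and 100% = GW8510 positive control wells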
Target sequence (P49840 whole entry, looked up): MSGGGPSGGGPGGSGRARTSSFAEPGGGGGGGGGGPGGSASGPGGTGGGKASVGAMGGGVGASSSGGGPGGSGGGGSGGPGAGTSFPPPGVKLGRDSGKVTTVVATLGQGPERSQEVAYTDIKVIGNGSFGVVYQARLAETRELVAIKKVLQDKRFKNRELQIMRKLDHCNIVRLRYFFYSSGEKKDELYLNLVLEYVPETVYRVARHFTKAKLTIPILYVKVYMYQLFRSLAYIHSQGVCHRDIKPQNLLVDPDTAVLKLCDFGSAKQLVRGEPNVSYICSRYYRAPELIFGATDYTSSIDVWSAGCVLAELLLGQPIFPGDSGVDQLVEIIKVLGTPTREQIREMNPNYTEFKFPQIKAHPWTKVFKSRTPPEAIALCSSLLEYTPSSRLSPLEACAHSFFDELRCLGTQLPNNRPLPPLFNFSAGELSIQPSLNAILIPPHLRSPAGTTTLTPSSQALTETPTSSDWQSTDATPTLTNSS
PolyA inhibitor – yeast polyadenylation inhibition; S. cerevisiae SKY197-pL101 polyadenylation reporter, beta-gal luminescence; efflux-impaired pdr1/pdr3 knockout yeast; score 100 = 6 SD above DMSO; calls only at 12 µM; actives 0.02% (n = 300,000); AID 1875;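 active means lowest replicate activity score at least 50, where 100 means six control SD above control mean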;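 further: yeast exposed to compound for 9 h at 30 °C; higher score means more reporter readthrough which indicates perturbed polyadenylation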
KLF5 inh – inhibitors of KLF5 expression | DLD-1 KLF5 promoter-luciferase reporter, luminescence | actives 0.23% (n = 290,000) | inhibition, % at 5 µM | AID 1700;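 active means inhibition above a per-plate limit of that plate's mean compound inhibition plus 3 SD, cut at about 60% in these data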;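 further: 0% = DMSO wells and 100% = LY294002 at 200 µM; higher means less KLF5 promoter-driven luciferase light; inactives centre near -14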
IEC-6 tox – kills IEC-6 intestinal cells in KLF5 counter-screen; AID 1825; actives 0.78% (n = 290,000); inhibition, % at 5 µM; IEC-6 cytotoxicity, luminescence viability; in the data active means inhibition above about 22%;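 further: 0% = plate median of test compound wells and 100% = cytotoxic reference compound wells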
HSP90 refold inh – blocks HSP90-mediated luciferase refolding in reticulocyte lysate; Rabbit reticulocyte lysate, luciferase refolding luminescence, 3 h; inhibition, % at 5.6 µM; actives 0.91% (n = 290,000);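 active means inhibition above the screen-wide mean plus 3 SD, computed separately per campaign, cut at about 16% in these data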;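 further: 0% = DMSO wells and 100% = 60 µM geldanamycin wells; inhibitors lower the luminescence because luciferase stays unfolded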
AI-2 QS modul – modulators of Vibrio harveyi AI-2 quorum sensing system | Vibrio harveyi JMH597 AI-2 luminescence/OD600 ratio, 9 h; active compounds read low; strain lacks LuxN and CqsS sensors; 0 = neutral-control median | activity change, % at 7.5 µM | actives 0.4% (n = 300,000) | AID 2094; in the data active means activity change below about -75%, passing the limit was not always enough;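 further: luminescence divided by OD600 gain over 9 h not by final OD600 alone; inactives centre near 13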
Active calls of the source: *; i = inactive; / = not tested or not shown. An excerpt (hit frequency here may not be typical).

Each structure is followed by: HSF1 inh	aSyn UTR inh	GSK3B inh	HSF-1 act	GSK3 alpha inh	PolyA inhibitor	KLF5 inh	IEC-6 tox	HSP90 refold inh	AI-2 QS modul
CCN(CC)S(=O)(=O)c1ccc2c(c1)NC(=O)C1CCCN21 (stereo unspecified)
    -2	-9	-2	-3	-1	i	-1	2	4	12
Cc1c(NC(=O)CSc2nnnn2Cc2ccccc2)c(=O)n(-c2ccccc2)n1C
    0	13	0	-4	0	i	-14	-6	7	39
CCC(C)S(=O)(=O)c1snnc1C (stereo unspecified)
    -6	-11	2	-8	4	i	-3	1	2	26
Cc1cccc(NS(=O)(=O)c2ccc(C(=O)NCC3(N4CCCCC4)CCCCC3)cc2)c1C
    -11	-1	-2	-21	0	i	/	/	/	-11
CCC1(c2ccc(F)cc2)NC(=O)N(CC(=O)NCC(=O)Nc2cccc(C)c2C)C1=O (stereo unspecified)
    2	-16	-2	5	-2	i	/	/	/	25
COc1cccc(NS(=O)(=O)c2ccc3[nH]cc(C(=O)NCCN4CCOCC4)c(=O)c3c2)c1
    -13	-16	2	-15	-2	i	-45	-5	3	13
O=C(CN(Cc1cccs1)C(=O)CSc1nnc(COc2ccccc2)o1)NC1CCCCC1
    4	-9	0	25	-1	i	-11	2	5	-5
Cc1cc(F)ccc1NC(=O)Nc1ccc2c(c1)OCO2
    -5	-72	-1	4	-2	i	-46	0	-3	30
CCCCOc1ccc(Cc2c(COCC)[nH]c(=S)[nH]c2=O)cc1
    -6	7	2	33	0	i	-39	-2	1	-33
O=C(CN1CCN(S(=O)(=O)c2ccccc2[N+](=O)[O-])CC1)NC(=O)NCc1ccco1
    -6	6	1	15	0	i	-11	-4	0	-1
COc1ccc(C(=O)Nc2ccc(N3CCCC3)cc2)cc1Br
    0	-42	1	-3	0	i	-14	15	12	10
Nn1c(SCC(=O)NC2CCCCC2)nnc1-c1ccc(Cl)cc1
    -4	15	0	-11	0	i	-33	3	2	15
CCN(CC)Cc1c(C(=O)N/N=C(\C)c2ccncc2)nnn1-c1nonc1N
    -5	2	3	15	13	i	-33	6	1	16
C[N+](C)(C)C(Cc1c[nH]c2ccccc12)C(=O)[O-] (stereo unspecified)
    -4	8	2	-3	/	i	/	/	/	9
O=C(/C=C/c1ccco1)NCc1ccc(F)cc1
    1	3	1	21	-3	i	-43	-5	0	-85*
CC(C)(O)C#Cc1ccc(C(=O)NCc2ccccc2)s1
    4	-23	1	10	-1	i	-35	6	1	11
Cc1nn(-c2ccccc2)c(-c2ccccc2)c1C(=O)O
    5	2	3	-6	-3	i	-34	-3	-3	18
CCOC(=O)C(C(=O)OCC)C(C)(C)/C(C)=N\Nc1ccc([N+](=O)[O-])cc1[N+](=O)[O-]
    0	0	2	11	-1	i	-14	1	0	21
c1ccc(C2[C@H]3CN(Cc4cccnc4)[C@H](c4ccccc4)C34CC2(c2ccccc2)C4)cc1 (stereo partly specified)
    -5	15	-2	-9	0	i	/	/	/	9
C[C@@H]1NC(=O)N[C@@H]1CCCCCC(=O)O
    -2	-12	-1	-1	0	i	/	/	/	9

The list goes on:
Each structure is followed by: HSF1 inh	aSyn UTR inh	GSK3B inh	HSF-1 act	GSK3 alpha inh	PolyA inhibitor	KLF5 inh	IEC-6 tox	HSP90 refold inh	AI-2 QS modul
O=C(COc1ccc(S(=O)(=O)N2CCOCC2)cc1Cl)NCc1ccccn1
    -4	-9	10	-5	-2	i	-4	2	-2	15
CCOC(=O)c1ccc(N=C2S/C(=C\c3cc(C)n(-c4cccnc4)c3C)C(=O)N2C)cc1
    -6	10	0	-16	/	i	-1	5	-3	19
CCS(=O)(=O)n1nc(-c2ccccc2)cc1N
    -1	16	-2	5	0	i	-9	2	-1	30
COCCNC(=O)C1CCN(S(=O)(=O)c2c(C)noc2/C=C/c2cccs2)CC1
    1	-26	-10	-8	-1	i	-2	0	0	-8
O=C(O)c1ccccc1-c1ncc(-c2ccccc2)o1
    0	-137	-4	18	-3	i	/	/	/	16
CCC(=O)N/C(=N\OCc1ccc(F)cc1)c1nonc1NC(=O)CC
    4	15	-3	7	-1	/	-22	5	-7	4
O=C1c2ccccc2C(=O)N1Cc1cc(Cl)c(O)c([N+](=O)[O-])c1
    2	16	0	10	1	i	-10	-13	-3	-12
N/C(=N\N=C\c1ccc(O)c(O)c1)c1nonc1N
    22	-130	-8	33	5	i	-105	-4	3	-1
CCc1cc(Cn2nc(C(=O)O)cc2-c2ccccc2)on1
    0	-13	3	-14	-2	i	/	/	/	12
COc1ccccc1CNC(=O)CSCc1cnn(-c2ccccc2)c1-n1cccc1
    2	15	2	-1	-3	i	-15	0	-1	0
CN1/C(=C\C(=S)NC(=O)c2ccccc2Cl)C(C)(C)c2ccccc21
    -28	-26	0	-48	2	i	-38	8	-4	35
CC(=O)Nc1ccc(C(=O)COC(=O)CCS(=O)(=O)c2ccccc2)cc1
    -4	0	-1	-3	0	i	/	/	/	18
COc1ccc(CCNC(=O)CSc2ccsc2[N+](=O)[O-])cc1OC
    1	22	1	-6	-2	i	-24	8	-2	14
Cc1ccc(-n2c(SCC(=O)NCc3ccco3)nc3c([nH]c4ccccc43)c2=O)cc1
    -3	-15	0	-9	-1	i	-28	-2	0	27
C(#Cc1ccccc1)C[N+]1(CC#Cc2ccccc2)CCCC1
    -10	19	-16	-10	1	i	-6	2	-1	27
CSCCC(NC(C)=O)C(=O)OCC(=O)N(c1ccccc1)c1ccccc1 (stereo unspecified)
    0	7	0	4	4	i	-17	3	1	20
O=C(C1CCN(S(=O)(=O)c2cnc[nH]2)CC1)N1CCN(Cc2ccc3c(c2)OCO3)CC1
    /	/	/	/	-1	/	11	8	0	/
Cc1cc(C(=O)N/N=C/c2ccc[nH]2)n[nH]1
    -1	-57	-2	3	0	i	-29	2	4	19
CCN(CC)CCN(C(=O)c1ccc2ccccc2c1)c1nc2cc3c(cc2s1)OCO3
    1	-23	2	-2	-1	i	-35	6	3	-5
CCN(c1cccc(C)c1)S(=O)(=O)c1cc2c3c(c1)CCN3C(=O)CC2
    1	12	0	3	-1	i	/	/	/	-2

Next compounds.
Each structure is followed by: HSF1 inh	aSyn UTR inh	GSK3B inh	HSF-1 act	GSK3 alpha inh	PolyA inhibitor	KLF5 inh	IEC-6 tox	HSP90 refold inh	AI-2 QS modul
N#Cc1sc2nccc(Nc3ccccc3)c2c1N
    -37	15	-1	-42	7	i	/	/	/	19
CCOC(=O)c1cnc(Nc2nc3ccccc3o2)nc1CSc1ncccn1
    -5	-100	1	-17	-1	i	-28	-4	2	11
Clc1ccc(SCCOCCN2CCCCC2)cc1
    0	-28	1	1	/	i	-16	-4	-4	5
CSc1nc2c(c(=O)[nH]1)CCCC2
    3	0	-2	13	0	i	-43	6	-1	19
COc1ccc(Cl)cc1NCCC(O)c1ccc(F)cc1 (stereo unspecified)
    -2	5	2	12	-1	i	-70	2	3	3
CCOc1ccc(-c2nn(-c3ccccc3)cc2/C=C2\SC(=S)N(Cc3ccco3)C2=O)cc1
    19	-26	-3	36	0	i	-1	-5	-6	-15
CCc1cc2c(SCC(=O)N(C)C3CCS(=O)(=O)C3)ncnc2s1 (stereo unspecified)
    -6	13	1	3	-2	i	3	5	7	-4
C[C@]12CC[C@@H]3c4ccc(O)cc4CC[C@H]3[C@@H]1C[C@@H](O)[C@@H]2O[C@@H]1O[C@H](C(=O)O)[C@@H](O)[C@H](O)[C@H]1O
    -4	2	2	7	1	i	-2	0	-1	33
CC(C)c1c(C(=O)N/N=C/c2cccc3ccccc23)nnn1-c1nonc1N
    -4	-15	0	-11	0	i	-7	11	0	18
Cc1ccc2cc(CN(CCc3ccccc3)C(=S)NCCCN(C)C)c(=O)[nH]c2c1
    -1	-19	-3	9	-3	i	-1	1	2	10
Nn1c(SCC(=O)Nc2cccc(F)c2)nnc1C1CCCCC1
    /	8	-5	/	3	/	-38	-4	-6	18
COc1ccc2c(-c3cccnc3)cc(=O)[nH]c2c1
    -7	20	-2	12	3	i	2	-1	-4	13
CCOC(=O)c1cnc(N2CCOCC2)[nH]c1=O
    -8	12	-2	-28	-7	i	-33	-3	-2	19
C=CCc1cc(/C=N/n2cnnc2)cc(OCC)c1O
    6	13	0	3	/	i	-18	1	-2	16
O=S1(=O)CCS(=O)(=O)C1c1ccccc1
    8	-7	1	-1	2	i	/	/	/	29
CC(C)(C)c1ccccc1N=Cc1ccc2ccccc2n1
    -2	16	0	20	/	i	-8	1	2	6
O=C1c2ccccc2NC(c2cccc(F)c2)N1Cc1ccco1 (stereo unspecified)
    31	-13	3	38	0	i	-13	-2	0	2
Cc1cc(=O)oc2cc(OC(=O)c3cncc(Br)c3)ccc12
    4	3	-1	12	0	i	10	2	5	46
O=C(CN1C(=O)NC2(CCCCCCC2)C1=O)NC1CCCc2ccccc21 (stereo unspecified)
    2	31	4	8	-2	i	-15	-1	6	18
CC(=O)NS(=O)(=O)c1cccnc1Nc1cccc(Cl)c1C
    8	-33	4	-7	-3	i	7	0	-2	10

New compounds follow.
Each structure is followed by: HSF1 inh	aSyn UTR inh	GSK3B inh	HSF-1 act	GSK3 alpha inh	PolyA inhibitor	KLF5 inh	IEC-6 tox	HSP90 refold inh	AI-2 QS modul
Cc1cccc(Nc2cc(=O)[nH]c(=O)[nH]2)c1
    -4	11	7	0	1	i	-29	0	1	8
Cc1ccc(CN2CCN(C(=O)C3CCCO3)CC2)cc1 (stereo unspecified)
    -9	0	0	-10	-5	i	-15	3	2	15
CCSCCOC(=O)C1=C(C)NC(=O)NC1c1cccc(OC)c1OC (stereo unspecified)
    3	19	2	16	8	i	0	-8	-2	31
COC(=O)c1ccc(NC(=O)CSc2ccccn2)cc1
    0	-3	3	23	-3	i	-34	2	-4	5
Nc1ncnc(NNC(=O)CNC(=O)c2c(F)cccc2Cl)c1[N+](=O)[O-]
    4	13	1	28	1	i	-18	-2	-1	7
CC(C)(C)c1ccc(C(=O)N2CCC(C(=O)NC3CC3)CC2)cc1
    -4	-30	0	5	1	i	-51	3	-2	29
CCCc1cc(=O)[nH]c(SCc2ccccc2)n1
    6	5	-1	19	-5	/	-25	4	-2	1
O=C(CN1C(=O)NC2(CCCCC2)C1=O)N(Cc1ccco1)Cc1cccs1
    -6	7	1	-11	2	i	/	/	/	6
Clc1ccc(CSc2nnc(-c3ccncc3)o2)cc1
    -22	-24	-48	-17	10	i	7	5	-2	-70
CCc1cc(/C(Cc2ccc3ccccc3n2)=N\O)c(O)cc1O
    7	-46	1	7	-3	i	-40	2	-3	22
O=C(Cn1cnc2c(nnn2-c2ccccc2)c1=O)NCC1CCCO1 (stereo unspecified)
    0	-6	0	-5	-2	i	-12	3	0	24
COc1ccc2[nH]c(=S)[nH]c2c1
    /	/	-2	/	2	/	-25	1	4	18
CCCn1cnc2c(c1=O)c1nc3ccccc3nc1n2CCc1ccccc1
    -3	40	2	2	-1	i	-4	1	0	14
COc1ccccc1N/C(=N/S(=O)(=O)c1ccc(C)cc1)c1ccc(Cl)cc1
    5	0	1	0	7	i	-19	-6	0	22
